High-throughput results as filed in PubChem.
DAX1 inh-1 = inhibits human nuclear receptor DAX1; P51843; HEK293 Gal4-DAX1 luciferase reporter, luminescence; inhibition, % at 6.75 µM; hit rate 0.99% among 340,000; AID 504766;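 active = inhibition above the mean over all tested compounds plus 3 SD, cut at about 4.2% in these data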;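 also: 0% = DAX1-transfected cells with DMSO and 100% = empty-vector control cells with DMSO; inhibition shows as a rise in luminescence from relieved DAX1 repression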
Target sequence (P51843 207-470 limits assumed): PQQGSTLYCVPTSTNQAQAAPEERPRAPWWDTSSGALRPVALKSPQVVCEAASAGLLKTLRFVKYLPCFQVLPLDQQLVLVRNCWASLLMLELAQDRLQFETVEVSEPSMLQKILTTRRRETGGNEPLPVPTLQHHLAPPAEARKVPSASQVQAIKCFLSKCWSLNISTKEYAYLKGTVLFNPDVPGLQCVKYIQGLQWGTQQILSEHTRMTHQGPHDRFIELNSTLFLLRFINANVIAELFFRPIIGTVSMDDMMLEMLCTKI
hcDAF12 agonist = H. contortus DAF-12 activation, primary screen; HEK293 hcDAF-12 lit1-tk-luc reporter, luminescence; 0% DMSO, 100% Δ7-dafachronic acid; activation, % at 6.8 µM; hit rate 1.4% among 370,000; AID 652067;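 active = activation above the mean of all tested compounds plus 3 SD, cut at about 5.5% in these data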;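 also: 100% = response to 3 µM Δ7-dafachronic acid high control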
sPLA2-III inh = Blocks human group III sPLA2 activity | QFRET BODIPY PC-A2 liposome hydrolysis, fluorescence | Q9NZ20 | hit rate 0.56% among 370,000 | AID 743126 | inhibition, % at 12.2 µM;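 active = inhibition above mean plus 3 SD of compounds lying within the high and low control bounds, cut at about 19% in these data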;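 also: 0% = median of test compound wells and 100% = no enzyme DMSO wells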
NPR1 activator = GC-A (human) enzyme activation | activation, % at 10 µM | HEK293 GC-A cells, cGMP TR-FRET, EC30 ANP; 0% at EC30 ANP, 100% saturating ANP | hit rate 0.14% among 370,000 | AID 1671463; in the data active = activation above about 40%
SMARCA2 activ = increases SMARCA2 function in MMTV reporter cells; activation, % at 9.1 µM; MG213 cells, MMTV-luciferase reporter, dexamethasone, overnight; hit rate 1% among 370,000; AID 652017; in the data active = activation above about 7.8%;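 also: 0% = vehicle wells and 100% = reference activator wells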
ssDAF12 agonist = S. stercoralis DAF-12 activation, primary screen. AID 652126. HEK293 ssDAF-12/GRIP1 lit1-tk-luc reporter, luminescence; % of 3 µM dafachronic acid response. hit rate 1% among 370,000. activation, % at 6.8 µM;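 active = activation above the mean over all tested compounds plus 3 SD, cut at about 0.9% in these data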;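 also: 0% = DMSO-only wells and 100% = 3 µM delta7-dafachronic acid wells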
NPR2 activator = GC-B (human) receptor activation; P20594; HEK293-GC-B cells, CNP EC30, cGMP TR-FRET; 0% at EC30 CNP, 100% saturating CNP; activation, % at 10 µM; hit rate 0.11% among 370,000; AID 1920062;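 active = activation at 10 µM reaching about 35% in either raw or pattern-adjusted values, limit read from the data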
FXN GAA850 act = frataxin GAA850 promoter activation; HEK293 lucGAA850 FXN promoter luciferase reporter, 24 h; percent of 10 µM SAHA response; activation, % at 6 µM; hit rate 0.56% among 360,000; AID 540364;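 active = activation above the average of all compounds screened plus 3 SD, cutoff fixed separately per campaign, cut at about 7.5% in these data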;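 also: 0% = DMSO wells and 100% = 10 µM SAHA wells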
hgDAF-12 ag = activates the H. glycines DAF-12 receptor ligand-binding domain; HEK293 GAL4-hgDAF12 UAS-luciferase reporter, agonist luminescence; normalized to butyrate control; activation, % at 6.8 µM; hit rate 1.8% among 370,000;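 active = activation above a cutoff set at the mean of all screened compounds plus 3 SD, cut at about 10% in these data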;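 also: 0% = DMSO wells and 100% = sodium butyrate wells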
DAX1 inh-2 = blocks DAX1 repression of SF-1 activated StAR promoter; HEK293T StAR-luciferase reporter, SF-1/DAX-1 repression relief; inhibition, % at 6.8 µM; hit rate 1.1% among 370,000; AID 652010;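 active = inhibition above the mean over all tested compounds plus 3 SD, cut at about 3.6% in these data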;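 also: 0% = DAX-1 cells with DMSO and 100% = cells lacking DAX-1 with DMSO; higher inhibition means more luminescence from relief of DAX-1 repression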
ADAM10 inh = inhibits human ADAM10; O14672; hit rate 0.62% among 370,000; AID 720582; inhibition, % at 7 µM; recombinant ADAM10, EDANS/DABCYL FRET peptide cleavage, 3 h;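 active = inhibition above a per-campaign cutoff equal to the mean of compounds falling between control-based bounds plus 3 SD, cut at about 20% in these data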;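 also: 0% = DMSO wells while the 100% control is not disclosed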
Target sequence (O14672 214-748 limits assumed): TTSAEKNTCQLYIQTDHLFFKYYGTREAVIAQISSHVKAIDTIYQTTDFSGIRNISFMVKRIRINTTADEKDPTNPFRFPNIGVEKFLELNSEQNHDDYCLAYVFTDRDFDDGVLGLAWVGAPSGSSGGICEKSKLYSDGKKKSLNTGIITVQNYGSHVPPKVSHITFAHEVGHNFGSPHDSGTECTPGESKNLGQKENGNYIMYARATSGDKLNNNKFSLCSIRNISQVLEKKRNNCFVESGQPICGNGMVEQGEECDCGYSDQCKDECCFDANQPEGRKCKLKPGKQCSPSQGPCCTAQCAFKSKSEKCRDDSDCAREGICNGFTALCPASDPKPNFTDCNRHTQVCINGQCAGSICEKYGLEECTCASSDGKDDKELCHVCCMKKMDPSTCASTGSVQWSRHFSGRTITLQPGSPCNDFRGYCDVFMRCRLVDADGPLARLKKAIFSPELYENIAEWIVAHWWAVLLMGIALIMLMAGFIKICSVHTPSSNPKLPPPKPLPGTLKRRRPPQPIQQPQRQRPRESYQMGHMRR
* = called active by the depositor; / = not tested or not shown; & = joins results of further samples.

SMILES | DAX1 inh-1 | hcDAF12 agonist | sPLA2-III inh | NPR1 activator | SMARCA2 activ | ssDAF12 agonist | NPR2 activator | FXN GAA850 act | hgDAF-12 ag | DAX1 inh-2 | ADAM10 inh
CC1CCCC(N2CCN(S(=O)(=O)c3ccccc3)CC2)C1 (centres undefined) | 0.4 | -1.9 | -5 | 1 | -2 | -0.8 | 1 | -1.1 | -2.8 | -0.2 | 0
CCCCNC(=O)C(=O)NCCCn1ccnc1 | 0.9 | -0.8 | 4 | 3 | -3 | -1.2 | 2 | 0.3 | 2.3 | 0.1 | -3
O=C(N[C@H](C(=O)N1CCC[C@H]1C(=O)NC1CCCC1)c1ccccc1)C1CC1 | / | 0.3 | -3 | 4 | 4 | -1.2 | 2 | / | -1.4 | 0.4 | -1
C=CCn1c(SCC(=O)Nc2ncc(Cc3ccc(Br)cc3)s2)nnc1-c1ccncc1 | 0.4 | -1.5 | -4 | -3 | -1 | -1.5 | 7 | 0.1 | 3.9 | 0.0 | 1
CSC1=N/C(=C/c2cccnc2)C(=O)N1Cc1ccc(Cl)cc1 | 1.3 | 0.3 | 32* | -7 | -1 | -1.0 | -1 | 1.8 | 1.6 | 0.3 | -40
CCSc1nc2ccccc2[nH]1 | 1.7&-0.3 | 1.4&-1.4 | 6&1 | 0&1 | -2&0 | -0.8&-1.4 | 5&4 | 0.3&0.2 | -0.5&-1.2 | -0.3&0.7 | -4&4
NS(=O)(=O)c1ccc(NC(=O)COC(=O)C2CC2)cc1 | 0.9 | -0.2 | 7 | 3 | -2 | -0.8 | -2 | 0.3 | -0.3 | -0.1 | -8
CCN(CC)c1ccc(NC(=O)c2ccccc2F)cc1S(=O)(=O)Nc1ccccc1OC | 0.1 | 1.5 | 6 | -2 | -2 | -1.8 | 2 | 1.1 | -0.4 | -0.7 | 7
Nc1ccc(Cl)cc1C(=O)c1ccc[nH]1 | -0.8 | 1.6 | -2 | 1 | -1 | -0.6 | -4 | 2.4 | 1.6 | -0.3 | -2
CCCCOC(=O)C1[C@H]2C(=O)N(CCc3ccccc3)C[C@]23C=C[C@H]1O3 (some centres undefined) | -0.9 | -2.0 | 2 | 2 | -2 | -1.4 | 2 | -2.4 | -0.3 | 0.2 | -2
CCCN(C)C1CN(Cc2cn(Cc3cc(C)cc(C)c3)nn2)S(=O)(=O)C1 (centres undefined) | / | -0.5 | 6 | 0 | -3 | -1.0 | 2 | / | -1.2 | -0.4 | -20
O=C(CCC1CCN(C(=O)c2cccc(Cl)c2F)CC1)Nc1ccccc1 | 0.5 | 1.0 | -10 | 3 | -3 | -1.1 | -1 | -0.5 | 0.9 | -0.5 | -4
CCOC(=O)C1(Cc2cccc(OC)c2)CCCN(C(=O)CSC)C1 (centres undefined) | 3.6 | 2.5 | -1 | 1 | 3 | -1.1 | 0 | 5.9 | 7.0 | 0.1 | -7
c1ccc(-c2csc(Nc3nc(N4CCOCC4)nc(N4CCOCC4)n3)n2)cc1 | 0.4 | -1.3 | 2 | 11 | -1 | -1.1 | 3 | -1.0 | 0.7 | -0.6 | 5
O=C(NCc1ccc2c(c1)OCO2)C(=O)Nc1ccccc1 | 0.6 | 1.3 | 1 | 1 | -1 | -0.3 | 5 | 4.2 | 6.8 | 1.6 | -6
Cc1n[nH]c(C)c1S(=O)(=O)N1CCC(C(=O)Nc2cccc(F)c2)CC1 | -0.7 | 2.2 | -4 | 0 | -3 | -0.9 | 4 | 1.6 | 1.8 | 0.1 | 1
O=C(Nc1ccc(-c2nc3ccccc3o2)cc1)C1CCCO1 (centres undefined) | -0.5 | 9.7* | -3 | 6 | 3 | 1.1* | 2 | -0.1 | 15* | 3.3 | -78
CCOC(=O)c1ccc(CSc2n[nH]c(C)n2)o1 | 0.8 | -2.1 | 2 | 1 | 2 | -0.8 | 4 | -2.1 | 3.9 | 0.3 | 1
Cc1cc(Cl)ccc1C1=CC(=O)C[C@H](c2ccc(F)cc2)C1 | 0.1 | -0.7 | -7 | 3 | -1 | -1.4 | 8 | -1.2 | 1.5 | -0.5 | 19
Nc1ccn(Cc2cccc(F)c2)n1 | -0.2 | -1.0 | 4 | 4 | 2 | -1.4 | 4 | 0.8 | -3.3 | 0.5 | 0

Nothing new here: 2 of the compounds above.
SMILES | DAX1 inh-1 | hcDAF12 agonist | sPLA2-III inh | NPR1 activator | SMARCA2 activ | ssDAF12 agonist | NPR2 activator | FXN GAA850 act | hgDAF-12 ag | DAX1 inh-2 | ADAM10 inh
Cc1cc(Cl)ccc1C1=CC(=O)C[C@H](c2ccc(F)cc2)C1 | 0.1 | -0.7 | -7 | 3 | -1 | -1.4 | 8 | -1.2 | 1.5 | -0.5 | 19
Nc1ccn(Cc2cccc(F)c2)n1 | -0.2 | -1.0 | 4 | 4 | 2 | -1.4 | 4 | 0.8 | -3.3 | 0.5 | 0

Next entries.
SMILES | DAX1 inh-1 | hcDAF12 agonist | sPLA2-III inh | NPR1 activator | SMARCA2 activ | ssDAF12 agonist | NPR2 activator | FXN GAA850 act | hgDAF-12 ag | DAX1 inh-2 | ADAM10 inh
Cc1ccc(S(=O)(=O)N2[C@H](CC(=O)c3ccc(Cl)c(Cl)c3)OC[C@@H]2C(C)C)cc1 | / | 0.9 | 2 | 0 | -1 | -1.1 | 5 | / | -0.6 | -0.3 | 6
CN(C)/N=C/c1c(O)ccc2ccccc12 | 0.2 | 0.1 | 2 | -4 | -1 | -1.0 | -2 | 0.4 | -1.9 | -0.2 | 6
OC[C@@H]1CN(Cc2ccc(-c3ccccc3)cc2)C[C@H](n2cnc3c(NC4CC4)ncnc32)O1 | / | -2.7 | -21 | -3 | -3 | -1.3 | -2 | -3.2 | -1.6 | -2.3 | 4
CC(=O)N1CCc2cc(S(=O)(=O)NC(CC(C)C)C(=O)N3CCc4ccccc4C3)ccc21 (centres undefined) | -0.9 | 0.3 | -3 | 1 | -1 | -1.4 | -2 | -1.1 | 2.7 | 1.0 | -3
O=C(c1cccnc1)N1CCN(C(=O)c2ccco2)CC1 | 2.4 | -1.7 | 2 | 7 | -3 | -1.4 | 4 | 1.0 | 1.7 | 0.8 | 2
CCN(C(=O)CN1CCN(c2cccc(Cl)c2)CC1)c1c(N)n(Cc2ccccc2)c(=O)[nH]c1=O | -0.4 | -1.1 | 4 | -1 | -4 | -1.1 | 2 | 0.0 | -2.7 | -0.2 | -8
Cc1[nH]c(C)c(S(=O)(=O)NCCc2ccccc2)c1C(=O)N1CCCC1 | -0.4 | -2.0 | 2 | -1 | 1 | -0.8 | -6 | -1.7 | 3.1 | 0.4 | 0
COc1ccc(N2C(=O)CCC(C(=O)O)C2c2ccc(F)cc2)cc1 (centres undefined) | -1.4 | -1.3 | 7 | 0 | -2 | -0.7 | 7 | 1.6 | -0.8 | -0.9 | -3
COc1cc(N=Nc2ccc(Br)cc2)cc(C=O)c1O | 2.8 | -1.0 | -3 | 2 | 6 | -0.1 | -7 | -0.1 | 1.0 | -0.6 | -7
COc1ccc(Nc2nc(-c3ccccc3)nc3ccccc23)cc1S(=O)(=O)N1CCOCC1 | -2.8 | -1.0 | 4 | 15 | -1 | -1.5 | 10 | -7.0 | -3.3 | -0.4 | -14
Cc1cc(C)n(C(=O)c2cc([N+](=O)[O-])cc([N+](=O)[O-])c2)n1 | 1.0 | 0.5 | 12 | -2 | -3 | -0.2 | 1 | 0.7 | -1.5 | 0.5 | -5
COc1ccccc1OCCn1c(=O)sc2ccccc21 | -0.1 | -1.8 | 2 | 2 | -3 | -1.2 | -1 | 0.1 | -0.7 | -0.7 | -6
CCOC(=O)Cc1csc(SCn2nnc3ccccc3c2=O)n1 | 1.1 | 1.4 | -3 | -1 | 2 | -1.3 | -3 | -1.6 | 1.2 | -0.3 | 5
O=C(CNC(=O)c1ccc(Br)o1)OCc1ccc(Br)cc1 | -0.1 | -0.8 | -3 | -5 | 0 | -0.3 | 1 | 1.5 | 2.6 | -2.2 | -8
C=CCN(c1ccc(Cl)cc1)S(=O)(=O)c1cccc(C(=O)O)c1 | -0.8 | -0.5 | 4 | -1 | 6 | -0.7 | 7 | 0.1 | -2.2 | -0.3 | 8
Cc1ccccc1N=C1NC(=O)C(CO)(CO)S1 | -0.9 | -0.7 | 2 | 3 | 0 | -1.4 | 2 | 1.3 | -0.1 | 0.1 | -2
O=C(O)c1sccc1Oc1ccc(NS(=O)(=O)c2ccc(Cl)cc2)cc1 | 0.2 | -0.9 | -21 | -2 | 1 | -1.2 | 5 | -0.9 | -1.7 | 0.2 | 5
Cc1ccc(OCCNC(=O)/C=C/c2ccccc2)cc1 | 0.5 | -2.2 | -4 | -2 | -2 | -1.7 | -4 | 0.7 | -2.7 | 0.7 | 3
O=C(C1CCC(CNc2c(N3CCOCC3)c(=O)c2=O)CC1)N1CCN(c2ccccc2)CC1 (centres undefined) | 0.7 | -1.8 | -5 | 1 | -3 | -1.0 | 1 | -2.2 | 0.8 | -0.2 | -3
CCOc1cc(-c2nc(-c3ccc(OC)cc3)no2)cc(OCC)c1OCC | -0.2 | 0.4 | 6 | -2 | -1 | -1.8 | -10 | -1.1 | -0.2 | 0.5 | -1
CCc1ccc([C@@H]2CC=C(C(=O)O)[C@H](c3ccc(Br)cc3)N2S(=O)(=O)c2ccc(C)cc2)cc1 | -0.4 | -0.1 | -6 | -2 | -3 | -1.1 | 3 | -2.2 | 3.2 | 0.6 | 1
COC(=O)[C@]1(CNC(=O)Nc2ccc(C)c(Cl)c2)CC(=O)N(C)[C@@H]1c1ccccc1 | / | -0.9 | -15 | 4 | -4 | -1.8 | 3 | / | -5.3 | -0.6 | 4
CN1CCN(C(=S)NC(CC(=O)c2ccccc2)c2ccccc2)CC1 (centres undefined) | 1.8 | -1.9 | 2 | -10 | -1 | -0.6 | 3 | 1.1 | -0.5 | -0.1 | 5
COc1ccccc1-c1cn(CC[C@H]2CC[C@@H](NS(=O)(=O)c3ccccc3C)[C@@H](CO)O2)nn1 | / | -2.2 | -12 | -4 | 1 | -1.2 | 1 | / | -1.6 | 0.2 | -1
Cc1ccccc1NC(=O)Nc1nc(C(N)Cc2ccccc2)cs1 (centres undefined) | / | -0.6 | 11 | -1 | -3 | -1.1 | -5 | -2.8 | -1.2 | -0.7 | -9
CC1CN(C2CC(C)(C)NC(C)(C)C2)CCC1=O (centres undefined) | -0.8 | -0.5 | 10 | -2 | 2 | -1.7 | 1 | 0.3 | -0.2 | 0.1 | 2

Molecules shown so far that contain a furan ring, fused or not:
SMILES | DAX1 inh-1 | hcDAF12 agonist | sPLA2-III inh | NPR1 activator | SMARCA2 activ | ssDAF12 agonist | NPR2 activator | FXN GAA850 act | hgDAF-12 ag | DAX1 inh-2 | ADAM10 inh
CCOC(=O)c1ccc(CSc2n[nH]c(C)n2)o1 | 0.8 | -2.1 | 2 | 1 | 2 | -0.8 | 4 | -2.1 | 3.9 | 0.3 | 1
O=C(c1cccnc1)N1CCN(C(=O)c2ccco2)CC1 | 2.4 | -1.7 | 2 | 7 | -3 | -1.4 | 4 | 1.0 | 1.7 | 0.8 | 2
O=C(CNC(=O)c1ccc(Br)o1)OCc1ccc(Br)cc1 | -0.1 | -0.8 | -3 | -5 | 0 | -0.3 | 1 | 1.5 | 2.6 | -2.2 | -8
